ALDH1A1 block – qHTS Assay for Inhibitors of Aldehyde Dehydrogenase 1 (ALDH1A1) | Aldehyde dehydrogenase 1A1 (Homo sapiens), P00352 | Purified ALDH1A1, NADH fluorescence, propionaldehyde substrate | Potency, µM (series often up to 75.3 µM), inactives show top-dose activity, negative = inhibition, hits mostly inhibitors | 220,000 tested, 7.3% active | AID 1030, 2008; active = well fitted inhibition curve with a large enough effect, not every such curve was filed as active; inconclusive = small, poorly fitted or top-dose-only effect, or another doubt; inactive = no such curve, though single readings can be large or run the other way;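 note: plate controls were no enzyme wells and a reference inhibitor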
Target sequence (P00352 whole entry, looked up): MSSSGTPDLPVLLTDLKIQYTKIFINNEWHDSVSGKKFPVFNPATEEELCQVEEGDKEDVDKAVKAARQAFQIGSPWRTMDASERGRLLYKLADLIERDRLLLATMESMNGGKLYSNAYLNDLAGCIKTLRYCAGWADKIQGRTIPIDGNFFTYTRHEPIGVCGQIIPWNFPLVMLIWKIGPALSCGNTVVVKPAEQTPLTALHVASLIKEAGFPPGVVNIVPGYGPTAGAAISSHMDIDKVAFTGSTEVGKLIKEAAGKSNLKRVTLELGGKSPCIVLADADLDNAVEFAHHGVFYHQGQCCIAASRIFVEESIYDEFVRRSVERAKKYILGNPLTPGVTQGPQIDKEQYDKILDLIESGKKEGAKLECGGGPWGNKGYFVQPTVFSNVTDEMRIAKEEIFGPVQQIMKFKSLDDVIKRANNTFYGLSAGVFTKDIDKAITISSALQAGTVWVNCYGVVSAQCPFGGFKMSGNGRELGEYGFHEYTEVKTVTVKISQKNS
L3MBTL1 inh – qHTS Assay for the Inhibitors of L3MBTL1; AID 485360, 2010; Lethal(3)malignant brain tumor-like protein 1 (Homo sapiens), Q9Y468; 230,000 tested, 0.66% active; AlphaScreen L3MBTL1–H3K9me1 peptide binding; Potency, µM (titrated, usually from 57.1 µM), without a hit: at the highest dose activity, negative = inhibition, actives largely listed as inhibitors; note: nearly all actives have a fitted effect of over 60% in size
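AlphaScreen proximity signal between nickel-chelate acceptor and streptavidin donor beads (final 10 ug/mL) reports binding of 50 nM L3MBTL1 to 75 nM biotin-H3 K9me1 peptide; complex incubated with compounds 30 min at room temperature; cefsulodin titration as control.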
TRb-SRC2 inh – qHTS for Inhibitors of the Interaction of Thyroid Hormone Receptor and Steroid Receptor Coregulator 2 | 280,000 tested, 0.065% active | AID 1469, 2008 | Thyroid hormone receptor beta (Homo sapiens), P10828 | Potency, µM (doses to about 106 µM), inactives show top-dose activity change, negative = inhibition, hits mostly inhibitors | TRbeta-SRC2 peptide binding, fluorescence polarization; receptor liganded with 1 µM T3;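 note: plate controls were bound peptide for no effect and peptide without receptor for full effect; nearly all actives have a fitted effect of over 50% in size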
Target sequence (P10828 whole entry, looked up): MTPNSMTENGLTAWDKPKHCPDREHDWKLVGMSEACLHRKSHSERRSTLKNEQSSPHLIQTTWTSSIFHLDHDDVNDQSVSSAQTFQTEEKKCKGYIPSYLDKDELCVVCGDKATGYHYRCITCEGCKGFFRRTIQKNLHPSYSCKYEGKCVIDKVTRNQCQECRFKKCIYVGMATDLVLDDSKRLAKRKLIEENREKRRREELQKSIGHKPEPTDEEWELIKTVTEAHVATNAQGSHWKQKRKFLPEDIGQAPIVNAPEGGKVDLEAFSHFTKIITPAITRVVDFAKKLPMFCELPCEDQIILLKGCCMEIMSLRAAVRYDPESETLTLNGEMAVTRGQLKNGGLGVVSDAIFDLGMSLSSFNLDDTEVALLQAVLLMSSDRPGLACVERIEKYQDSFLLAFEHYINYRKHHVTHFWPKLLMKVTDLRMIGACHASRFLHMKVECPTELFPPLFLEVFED
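A fluorescence polarization screen tested compounds at multiple concentrations against complex formation between 0.6 uM TRb ligand-binding domain and 20 nM Texas Red SRC2 peptide, with 1 uM T3 present; readout after 5 hr.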
Tau ThT inhib – qHTS for Inhibitors of Tau Fibril Formation, Thioflavin T Binding. Microtubule-associated protein tau (Homo sapiens), P10636. recombinant tau K18 P301L, heparin-induced fibrillization, ThT fluorescence. 270,000 tested, 2.1% active. Potency, µM (highest dose often 57.4 µM), without a hit: top-dose activity, negative = inhibition, most hits filed as inhibitors. AID 1460, 2008; note: nearly all actives have a fitted effect of over 55% in size
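Fibril formation assay: tau K18 P301L at 15 uM with trace Alexa 594 label, heparin inducer 20 uM, pH 7 sodium acetate buffer, 37 C for 6 hr; endpoint ThT signal.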
TR SRC2 fluor cs – Total Fluorescence Counterscreen for Inhibitors of the Interaction of Thyroid Hormone Receptor and Steroid Receptor Coregulator 2. TRb/SRC2 Texas Red total fluorescence interference. Potency, µM (top dose mostly 106 µM), for inactives: top-dose fluorescence change, negative = quenching. 280,000 tested, 0.29% active. AID 1479, 2009; active = well fitted curve in either direction with a large enough effect; inconclusive = small, poorly fitted or top-dose-only effect
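Human TRβ ligand-binding domain (0.6 uM) and Texas Red SRC2 peptide (20 nM) in Tris buffer with 1 uM T3 and 5% DMSO were incubated with pinned compound for 5 hr at ambient temperature. Total fluorescence was computed as S + 2P (555/632 nm).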
Tau fluor counter – Counterscreen qHTS for Inhibitors of Tau Fibril Formation, Fluorescence Polarization | tau K18 P301L Alexa594 fluorescence, heparin fibrillization | Potency, µM (top dose mostly 57.7 µM), without a hit: top-dose activity change, negative = decrease | 280,000 tested, 0.93% active | AID 1463, 2008; note: nearly all actives have a fitted effect of over 55% in size
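Human tau K18 P301L (15 uM unlabeled, 0.24 uM Alexa 594-labeled) in 100 mM sodium acetate pH 7 with 20 uM heparin, 6 hr at 37 C. ThT 30 uM added, 1 hr ambient; Alexa 594 FP and total fluorescence read at 555/632 nm.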
Tau fibril FP – qHTS for Inhibitors of Tau Fibril Formation, Fluorescence Polarization; Microtubule-associated protein tau (Homo sapiens), P10636; K18 P301L tau heparin fibrillization, Alexa594 FP, 6 h; Potency, µM (highest dose often 57.7 µM), for the others: at the highest dose activity, negative = inhibition, usual class: inhibitors; 280,000 tested, 0.39% active; note: nearly all actives have a fitted effect of over 55% in size
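Compound effects on tau fibrillization are measured by Alexa 594 fluorescence polarization (ex 555, em 632 nm). K18 P301L tau is used at 15 uM with 0.24 uM labeled tracer, and 20 uM heparin induces aggregation over 6 hr at 37 C.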
GLA spleen mod – qHTS Assay for Inhibitors and Activators of Human alpha-Galactosidase From Spleen Homogenate | Alpha-galactosidase A (Homo sapiens), P06280 | human spleen homogenate, 4MU-alpha-Gal fluorescence, 40 min | Potency, µM (titrated, usually from 80 µM), for inactives: top-dose activity change, negative = inhibition, usual class: inhibitors | 240,000 tested, 0.008% active | AID 2107, 2009;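 note: 0% = enzyme with vehicle and -100% = no enzyme basal signal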
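Fluorogenic readout (Ex 365/Em 440 nm) of 4-methylumbelliferone released from 1 mM 4-MU-alpha-galactoside by spleen homogenate, 40 min at 37C, pH 5.0. Data normalized to no-enzyme and enzyme controls; Hill-equation AC50 from compound titrations.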
Numbers without * were called inactive; [ ] = dose if it differs, or a comment. Unless noted, calls come from the whole dose curve; as a rule, active = well fitted curve in the direction sought with a large enough effect; inconclusive = small, poorly fitted or top-dose-only effect, or another doubt; inactive = no such curve, though single readings can be large; an effect the other way counts as inactive or inconclusive. Unless noted, % is set by controls: 0 for no effect and ±100 for the full control effect; potency is the fitted concentration of half-maximal effect.

For O=S(=O)(NC1=NCCC1)c1cccs1 the results were ALDH1A1 block 8%, L3MBTL1 inh 7%, TRb-SRC2 inh -5%, Tau ThT inhib -5%, TR SRC2 fluor cs -1%, Tau fluor counter 6%, Tau fibril FP 2% and GLA spleen mod 0%.
For COc1cc(NS(=O)(=O)c2ccc(NC(=S)NC(=O)c3sc4ccccc4c3Cl)cc2)nc(OC)n1 the results were ALDH1A1 block 11µM*, L3MBTL1 inh inconclusive, TRb-SRC2 inh 4%, Tau ThT inhib inconclusive, TR SRC2 fluor cs -1%, Tau fluor counter -5%, Tau fibril FP 14% and GLA spleen mod -5%.
CSCC[C@H](NC(=O)CCCn1nnc2ccccc2c1=O)C(=O)O was read as L3MBTL1 inh -2%, TRb-SRC2 inh 1%, Tau ThT inhib 1%, TR SRC2 fluor cs -2%, Tau fluor counter 4%, Tau fibril FP -3% and GLA spleen mod 14%.
For O=C1c2ccccc2C(=O)N1CCCCSc1nc2ccccc2c(=O)n1CCCN1CCOCC1 the results were ALDH1A1 block inconclusive, TRb-SRC2 inh 4%, Tau ThT inhib -14%, TR SRC2 fluor cs -5%, Tau fluor counter -6%, Tau fibril FP 5% and GLA spleen mod 3%.
Screening COc1ccc(-c2nc(C#N)c(NC(C)C)o2)cc1 returned ALDH1A1 block inconclusive, L3MBTL1 inh -3%, TRb-SRC2 inh -6%, Tau ThT inhib inconclusive, TR SRC2 fluor cs -4%, Tau fluor counter -27%, Tau fibril FP 15% and GLA spleen mod 9%.
For Cc1ccc(CNC(=O)C2CCCN(C(=O)N(C)C)C2)cc1 (stereo not given) the results were ALDH1A1 block 0%, TRb-SRC2 inh -1%, Tau ThT inhib -7%, TR SRC2 fluor cs 1%, Tau fluor counter -7%, Tau fibril FP 7% and GLA spleen mod -1%.
CN(C)CCN(C(=O)c1ccc(Br)s1)c1nc2cc3c(cc2s1)OCCO3 was read as ALDH1A1 block 7%, TRb-SRC2 inh 2%, Tau ThT inhib 8%, TR SRC2 fluor cs -1%, Tau fluor counter 3%, Tau fibril FP 2% and GLA spleen mod 0%.
CC(=O)Nc1ccc(NC(=O)C2CC(=O)N=C(N)S2)cc1 (stereo not given) was read as ALDH1A1 block -3%, TRb-SRC2 inh 0%, Tau ThT inhib 4%, TR SRC2 fluor cs 1%, Tau fluor counter -5%, Tau fibril FP -6% and GLA spleen mod -4%.
`CCCC(=O)Nc1cc(C)c(NC(=O)C23CC4CC(CC(C4)C2)C3)cn1` gave ALDH1A1 block -9%, TRb-SRC2 inh 7%, Tau ThT inhib -8%, TR SRC2 fluor cs 1%, Tau fluor counter -8%, Tau fibril FP 5% and GLA spleen mod 4%.
For COc1cccc2cc(C(=O)N(Cc3cccs3)CC3CCCO3)c(=O)oc12 (stereo not given) the results were ALDH1A1 block inconclusive, TRb-SRC2 inh -4%, Tau ThT inhib 2%, TR SRC2 fluor cs -2%, Tau fluor counter -4%, Tau fibril FP -2% and GLA spleen mod -4%.
For CC(C)(C)C(=O)OCOC(=O)[C@@H]1N2C(=O)[C@@H](NC(=O)[C@H](N)c3ccccc3)[C@H]2SC1(C)C the results were ALDH1A1 block 5%[20.9 µM], TRb-SRC2 inh 2%[53 µM], TR SRC2 fluor cs -2%[53 µM] and GLA spleen mod 4%[29.1 µM].
Screening CCOC(=O)c1sc(Nc2ccc(C)cc2C)nc1C returned ALDH1A1 block -18%, TRb-SRC2 inh 2%, Tau ThT inhib inconclusive, TR SRC2 fluor cs 1%, Tau fluor counter -26%, Tau fibril FP 8% and GLA spleen mod 4%.
For CC(Sc1nc2ccccc2c(=O)n1Cc1ccco1)C(=O)c1ccccc1 (stereo not given) the results were ALDH1A1 block inconclusive, L3MBTL1 inh -12%, TRb-SRC2 inh -4%, Tau ThT inhib -1%, TR SRC2 fluor cs 1%, Tau fluor counter -11%, Tau fibril FP -4% and GLA spleen mod 3%.
Screening O=C(c1ccc(CNS(=O)(=O)c2ccccc2)cc1)N1CCN(c2ccccn2)CC1 returned ALDH1A1 block inconclusive, L3MBTL1 inh -9%, TRb-SRC2 inh 1%, Tau ThT inhib -16%, TR SRC2 fluor cs -3%, Tau fluor counter -17%, Tau fibril FP -8% and GLA spleen mod -5%.
For Cc1cccc(C)c1N=Cc1c(O)n(-c2nccs2)c(=O)c2ccccc12 the results were ALDH1A1 block -12%, L3MBTL1 inh -2%, TRb-SRC2 inh 0%, Tau ThT inhib -15%, TR SRC2 fluor cs -1%, Tau fluor counter -15%, Tau fibril FP 4% and GLA spleen mod -27%.
For O=C(/C=C/c1ccc(F)cc1)NC(=S)Nc1ccccc1C(=O)NC1CCCCC1 the results were ALDH1A1 block -1%, L3MBTL1 inh 10%, TRb-SRC2 inh 1%, Tau ThT inhib 3%, TR SRC2 fluor cs 0%, Tau fluor counter -3%, Tau fibril FP -2% and GLA spleen mod 5%.
For C[C@@H]1NC(=O)c2cc([N+](=O)[O-])cc(F)c2NCCC[C@@H](C(N)=O)NC(=O)[C@H](CC(N)=O)NC1=O the results were ALDH1A1 block 1%, L3MBTL1 inh 13%, TRb-SRC2 inh -4%, Tau ThT inhib 0%, TR SRC2 fluor cs 0%, Tau fluor counter 0%, Tau fibril FP 3% and GLA spleen mod -2%.
Screening CCn1c(C)nc2cc(C(=O)N/N=C(\C)c3ccccc3O)ccc21 returned ALDH1A1 block -4%, TRb-SRC2 inh 5%, Tau ThT inhib inconclusive, TR SRC2 fluor cs -3%, Tau fluor counter -4%, Tau fibril FP -4% and GLA spleen mod -6%.
CCCOc1ccc(C2c3c(-c4ccccc4O)n[nH]c3C(=O)N2CCc2ccccc2)cc1OCC (stereo not given) was read as TRb-SRC2 inh 0%, Tau ThT inhib inconclusive, TR SRC2 fluor cs -11%, Tau fluor counter inconclusive and Tau fibril FP -10%.
`CCN(CC)C(=O)CN(C#N)c1nc(Cl)nc(N(C)C)n1` gave ALDH1A1 block -3%, L3MBTL1 inh 3%, TRb-SRC2 inh -10%, Tau ThT inhib -4%, TR SRC2 fluor cs -5%, Tau fluor counter -6%, Tau fibril FP -9% and GLA spleen mod -1%.
Screening COc1ccc2c(c1)C=C(C(=O)NCc1cc(Br)ccc1OC)CO2 returned TRb-SRC2 inh 9%, Tau ThT inhib -17%, TR SRC2 fluor cs -1%, Tau fluor counter inconclusive and Tau fibril FP -14%.
Cc1ccc(OCCOC(=O)CCc2nc3ccccc3c(=O)[nH]2)cc1 was read as ALDH1A1 block 4%, L3MBTL1 inh 0%, TRb-SRC2 inh 0%, Tau ThT inhib -15%, TR SRC2 fluor cs 1%, Tau fluor counter -14%, Tau fibril FP -4% and GLA spleen mod 0%.
`Cc1c(-c2ccccc2)nc(-c2ccccc2)[nH]c1=O` gave ALDH1A1 block -11%, L3MBTL1 inh 1%, TRb-SRC2 inh -5%, Tau ThT inhib -5%, TR SRC2 fluor cs 3%, Tau fluor counter -2%, Tau fibril FP 0% and GLA spleen mod 1%.
Screening CC1=C(C(=O)Nc2ccc(F)cc2)C(c2cccc(C)c2)n2nc(CCCO)nc2N1 (stereo not given) returned ALDH1A1 block -4%, L3MBTL1 inh 5%, TRb-SRC2 inh -10%, Tau ThT inhib -3%, TR SRC2 fluor cs -1%, Tau fluor counter -2%, Tau fibril FP -1% and GLA spleen mod 1%.
`COc1ccc(C(=O)Nc2ccc(O)cc2C(=O)O)cc1` gave ALDH1A1 block 2%, L3MBTL1 inh -2%[11.4 µM], TRb-SRC2 inh -1%, Tau ThT inhib inconclusive, TR SRC2 fluor cs -11%, Tau fluor counter -5%, Tau fibril FP -5% and GLA spleen mod 11%.
For O=C(COC(=O)[C@H](Cc1c[nH]c2ccccc12)NC(=O)c1ccc(Cl)cc1)Nc1ccc2c(c1)OCO2 the results were ALDH1A1 block inconclusive, TRb-SRC2 inh -14%, Tau ThT inhib inconclusive, TR SRC2 fluor cs 1%, Tau fluor counter 8.9µM*[quencher], Tau fibril FP -14% and GLA spleen mod 0%.
COc1ccc(C2=CC(=O)N(Nc3ccccc3)C2=O)cc1 was read as ALDH1A1 block -5%, L3MBTL1 inh 9%, TRb-SRC2 inh -8%, Tau ThT inhib inconclusive, TR SRC2 fluor cs -1%, Tau fluor counter 0%, Tau fibril FP 0% and GLA spleen mod 0%.
`Cc1[nH]c2ccc(C(=O)N3CCN(c4ccccc4F)CC3)cc2c1C` gave TRb-SRC2 inh 0%, Tau ThT inhib -15%, TR SRC2 fluor cs 2%, Tau fluor counter -23% and Tau fibril FP 11%.
For c1cncc(-c2nnc3n2N=C(c2cccs2)CS3)c1 the results were ALDH1A1 block 8%, L3MBTL1 inh -2%, TRb-SRC2 inh -2%, Tau ThT inhib -5%, TR SRC2 fluor cs 0%, Tau fluor counter -9%, Tau fibril FP -11% and GLA spleen mod 4%.
`O=S(=O)(Cc1ccco1)Cc1nc(-c2ccc(Cl)cc2)cs1` gave ALDH1A1 block -7%, L3MBTL1 inh 9%, TRb-SRC2 inh -4%, Tau ThT inhib -6%, TR SRC2 fluor cs -3%, Tau fluor counter -17%, Tau fibril FP -4% and GLA spleen mod 7%.
For COc1ccc(NC(=O)c2ocnc2C)cc1OC the results were ALDH1A1 block 0%, L3MBTL1 inh 2%, TRb-SRC2 inh 5%, Tau ThT inhib -3%, TR SRC2 fluor cs -8%, Tau fluor counter 0%, Tau fibril FP 0% and GLA spleen mod -8%.

Source: PubChem BioAssay
